Compound activity from PubChem BioAssay.
mHTT CaM bind – mutant huntingtin-calmodulin interaction inhibitors – biochemical, AlphaScreen, primary screen; 190,000 tested, 3.6% active; AlphaScreen His-mHTT/GST-CaM binding, luminescence; P42858; AID 1671202, 2021; inhibition, % at 15 µM;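 further: 0% = both proteins with DMSO and 100% = one protein alone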
Pf apPOL block – Pf-apPOL inhibitors, biochemical, fluorescence. Plasmodium falciparum apicoplast DNA polymerase (apPOL). Recombinant Pf-apPOL, molecular beacon fluorescence, 1.5 h. inhibition, % at 10 µM. 210,000 tested, 0.25% active. AID 1794808, 2022
The depositor's hits bear a star; i = inactive; / = not tested or not shown; & = joins results of further samples. No stated cut-off is given here; in the data, active means inhibition above about 50%; inactive means the rest.

Every second line gives: mHTT CaM bind	Pf apPOL block
CCC(C)NC(=O)CN(C)S(=O)(=O)c1ccc(Br)s1 (stereo not drawn)
→ -3.0	2.7
CCc1ccccc1NC(=O)c1cc(S(=O)(=O)N2CC(C)CC(C)C2)ccc1F (stereo not drawn)
→ -5.0	-2.4
CCOCCCNC(=O)C1CCCN(c2ncc(-c3ccc(C)cc3)cn2)C1 (stereo not drawn)
→ -12.1	-4.5
O=C1Nc2cc(C(=O)N3CCN(c4ccccc4)CC3)ccc2N2CCCCC12 (stereo not drawn)
→ 19.6	-3.2
CCN(CCNc1ccc([N+](=O)[O-])cc1)S(=O)(=O)c1ccccc1
→ 4.5	3.4
Cc1occc1C(=O)Nc1ccc(Cc2ccc(NC(=O)c3ccoc3C)cc2)cc1
→ 5.6	2.0
Clc1ccc(Cl)c(Cl)c1Cl
→ /	-5.5
N#CCCN(Cc1cccs1)S(=O)(=O)c1cccc2nsnc12
→ /	-4.4
COc1ccccc1C(=O)Nc1c2c(nn1-c1ccc(C)cc1C)CS(=O)(=O)C2
→ 3.0	-1.7
O=[N+]([O-])C(/C=C(\Cl)[N+](=O)[O-])=C(N1CCOCC1)N1CCOCC1
→ 0.0	-3.6
COc1ccc(-c2nc3ccccc3n2C(C)C)cc1OC
→ -2.8	-10.7
COc1ccc(C(=O)Cn2c3ccccc3n3nc(CCC(=O)O)c(=O)nc23)cc1
→ 0.0	-1.1
O=C(CSC1=NC(=O)C(Cc2ccccc2)C(=O)N1)Nc1cccc(Cl)c1 (stereo not drawn)
→ 3.8	-7.1
CC(C)CNC(=O)c1nnc(N2CCCCC2)c2ccccc12
→ -1.5	-2.0
Cc1ccc(-n2nnnc2CNC(=O)c2cccs2)cc1
→ -4.6	-2.1
COc1ccc(-c2csc3c(=O)n(C(C)C)cnc23)cc1
→ -3.4	-5.0
COc1ccc2nc(N3CC(C(=O)Nc4nc(C)c(C(=O)N(C)C)s4)C3)sc2c1
→ 15.8	-11.6
COc1ccccc1-c1nc(Cn2ccnc2)no1
→ -11.6	1.6
COc1ccc(C2=C/C(=C\c3ccc(F)cc3)C(=O)O2)c(OC)c1
→ -3.0	1.5
Nc1nonc1/C(=N/O)n1cc(-c2ccccc2)nn1
→ i	/

One compound at a time, as listed above. Screens in order: mHTT CaM bind	Pf apPOL block
COc1ccc(-c2csc3c(=O)n(C(C)C)cnc23)cc1 is listed with -3.4	-5.0
Nc1nonc1/C(=N/O)n1cc(-c2ccccc2)nn1 is listed with i	/
COc1ccc(C2=C/C(=C\c3ccc(F)cc3)C(=O)O2)c(OC)c1 is listed with -3.0	1.5
O=C1Nc2cc(C(=O)N3CCN(c4ccccc4)CC3)ccc2N2CCCCC12 (stereo not drawn) is listed with 19.6	-3.2
COc1ccc(-c2nc3ccccc3n2C(C)C)cc1OC is listed with -2.8	-10.7

(cont.)
Every second line gives: mHTT CaM bind	Pf apPOL block
Cn1cnnc1SCc1ccccc1
→ 1.7	1.8
CCN1C(=O)Cc2cc(C(=O)N3CCN(c4ccccc4F)CC3)ccc21
→ 4.7	-8.3
O=C(c1ccco1)N1CCN(CC(O)c2cccs2)CC1 (stereo not drawn)
→ -20.4	-3.6
O=C(CSc1n[nH]c(=O)n1-c1ccccc1)N1CCC(C(F)(F)F)CC1
→ /	-4.4
CCC(C)NC(=O)N1CCC(c2nc(CCNC(C)=O)cs2)CC1 (stereo not drawn)
→ -5.3	-2.3
Cn1c(=O)c2c(nc(Cl)n2Cc2ccccc2F)n(C)c1=O
→ -6.0	-1.9
COCCCNC(=O)N1CC(C)Oc2ccc(C)cc21 (stereo not drawn)
→ -4.1	-7.6
COc1ccc(C2N(C(=O)CN3CCOCC3)CCN2S(=O)(=O)c2ccccc2)cc1 (stereo not drawn)
→ 5.0	-1.8
COc1ccccc1CNC(=O)CN(c1cccc(Cl)c1C)S(=O)(=O)c1ccccc1
→ -1.4	-9.4
O=C(CCN1CCCCC1)N1CCCn2nc(-c3cccs3)cc2C1
→ 3.6	-7.1
Cc1nc(N=Nc2ccc(S(=O)(=O)O)cc2S(=O)(=O)O)c(COP(=O)(O)O)c(C=O)c1O
→ /	28.6
O=C(Cc1ccccc1)Nc1ccccc1C(=O)N1CCCC1
→ -1.9	1.5
Cc1nc2ccccc2c2c1C(=O)N(c1cccc(Cl)c1)C2=O
→ 14.0	4.0
CC(C)C[C@@H](CO)N1CCN(Cc2ccc([N+](=O)[O-])cc2)CCC1=O
→ 12.1	-3.3
Cc1cccc(CS(=O)(=O)N(CCc2cccs2)Cc2cccnc2)c1
→ -8.1	-4.4
CC(=O)Oc1ccc2c(=O)c(-c3ccccc3)coc2c1
→ 12.2	-7.3
O=C(O)c1ccc(NC(=O)c2nsc(Cl)c2Cl)cc1
→ -1.0	-3.8
O=C(Nc1ccccc1)Nn1cnnc1
→ /	-0.3
CCCCNC(=O)CNC(=O)c1nn(-c2ccc(OC)cc2OC)c(=O)c2ccccc12
→ 5.0	-1.0
CCN(CC)CCNC(=O)c1ccc(Br)cc1
→ -10.3	-0.4
COc1ccc(C2=N/C(=C\c3ccc([N+](=O)[O-])cc3)C(=O)O2)c(Cl)c1
→ -4.0	0.1
Cc1ccc(-c2cc(C(=O)N3CCCCC3C(=O)N3CCCCC3)no2)cc1 (stereo not drawn)
→ 5.0	-5.2
COc1cccc(NC(=O)Nc2nnc(-c3cccc([N+](=O)[O-])c3)s2)c1
→ -4.9	-3.4
CN1C(=O)C(=Nc2sc3c(c2C#N)CCCC3)c2ccccc21
→ 4.0	2.1
O=C(c1ccccc1[N+](=O)[O-])N1CCC(Cc2ccccc2)CC1
→ 6.7	-0.6
O=C(NCCNc1ccc([N+](=O)[O-])cc1)c1ccccc1Cl
→ 4.3	0.9
Cc1cccn2cc(C(=O)N3CCN(c4ccccc4F)CC3)nc12
→ -4.7	-2.4
Cc1cn2nc([N+](=O)[O-])cc2c(=O)o1
→ -5.5	/
CC1C(=O)N(c2ccc3c(c2)OCO3)CCN1Cc1ccc(F)cc1 (stereo not drawn)
→ 11.4	0.6
COc1cn(CC(=O)NC2CCCC2)c(CN2CCCCCC2)cc1=O
→ -3.1	-2.7
Cc1cccc(CN2[C@H](COC(=O)Nc3ccccc3)C=CS2(=O)=O)c1
→ -6.5	-5.8
CN(C)c1ccc(CCNC(=O)C(=O)Nc2ccon2)cc1
→ 7.9	-3.8
CC(=O)c1ccc(NC(=O)c2noc3c2CCCC3)cc1
→ -3.4	-8.5
CC1=C(C(=O)Nc2cccc(C)c2C)C2(CCCCC2)OC1=O
→ -9.3	-1.6
N#CC(C#N)=CNc1cc(F)ccc1F
→ -3.2	/
Fc1cccc(Cn2cc(-c3noc(-c4cccc(F)c4)n3)nn2)c1
→ -12.4	-1.5
O=C1N=c2ccccc2=CC1=Cc1c(O)n(-c2ccccc2)[nH]c1=O
→ 19.0&2.0	5.7&-4.9
COc1ccc(C)cc1NC(=O)N1CCCC1c1cc(C(C)C)on1 (stereo not drawn)
→ 3.7	-4.8
Cc1cccc(-n2c(=O)n(C3CC3)c(=O)c3c2ncn3C(C)c2ccccc2)c1 (stereo not drawn)
→ 13.4	-2.1
FC(F)(F)C1=Nc2ccccc2N(c2ccc(Cl)c(Cl)c2)C1
→ -22.0	/
COc1ccccc1C1(CCN=Cc2ccccc2)CCOC(C)(C)C1 (stereo not drawn)
→ 4.0	-1.9
Cc1ccc(C(=O)NC(C)(C)CO)cc1
→ 5.7	-7.5
c1sc(C23CC4CC(CC(C4)C2)C3)nc1C12CC3CC(CC(C3)C1)C2
→ -3.3	-1.0
O=C(O)c1cc(NC(=O)C2CCN(c3nccc(C(F)(F)F)n3)CC2)ccc1N1CCOCC1
→ /	1.1&-3.6
Cn1nc(-c2ccc(Br)s2)c(Br)c1C(F)(F)F
→ /	0.7
CC(C)Sc1ccc(CC(=O)N(Cc2cccn2C)C2CC2)cc1
→ 9.1	-3.3
COc1ccc(F)cc1S(=O)(=O)n1ccnc1C
→ -10.1	-7.3
CN1C(=O)CCc2cc(NC(=O)C3CCCCC3)ccc21
→ -3.0	-1.5
C=CCNCCOc1ccc(Br)cc1C
→ 53.8*	-2.4
CCOc1ccc(Nc2cc(-n3nc(C)cc3C)ncn2)cc1
→ 0.0	-0.2
O=C(NCCCN1CCCCC1)C1CCCN(c2nnc3ccc(C(F)(F)F)cn23)C1 (stereo not drawn)
→ 25.7	0.0
C=CC[C@H]1CC=C[C@H](CC=C)N1C(C)=O
→ -0.7	/
Cc1ccc(C2=NC3(CCN(C)CC3)NC(c3cc(Br)ccc3O)C2)cc1 (stereo not drawn)
→ 26.4	-3.4
O=C(O)C(Cc1ccccc1)N1C(=O)C2C3c4ccccc4C(c4ccccc43)C2C1=O (stereo not drawn)
→ 8.8	-1.7
Cc1ccc(NC(=O)c2cc(S(=O)(=O)NC3CCCC3)ccc2F)cc1Cl
→ 20.0	-1.5
C#CCOc1c(Cl)cc(/C=C2\NC(=O)NC2=O)cc1OC
→ 20.0	-6.8
CCCCOc1ccc(-c2nc(NC(=O)CC)c3c(=O)oc4ccccc4c3n2)cc1
→ 0.0	-19.4
CCn1ccc2sc(C)c(C(=O)NCc3cc(C)ccc3C)c2c1=O
→ -4.1	-4.1
Cc1ccccc1Cc1c(C)nc2nc(SCC(=O)NCc3cccs3)nn2c1C
→ 10.0	-4.8
C[C@@H]1COc2cccc(N3CCC[C@H]3CO)c2S(=O)(=O)N1
→ -1.6	-7.1

Among those listed so far, 4 have an aryl thioether with sulfur outside any ring:
Every second line gives: mHTT CaM bind	Pf apPOL block
Cn1cnnc1SCc1ccccc1
→ 1.7	1.8
O=C(CSc1n[nH]c(=O)n1-c1ccccc1)N1CCC(C(F)(F)F)CC1
→ /	-4.4
CC(C)Sc1ccc(CC(=O)N(Cc2cccn2C)C2CC2)cc1
→ 9.1	-3.3
Cc1ccccc1Cc1c(C)nc2nc(SCC(=O)NCc3cccs3)nn2c1C
→ 10.0	-4.8

Carrying on.
compound: Cc1ccc(S(=O)(=O)N2CC3CN(C(=O)Nc4cccc(C)c4)CC(C2)O3)cc1
- mHTT CaM bind = 5.0
- Pf apPOL block = -5.1
compound: CCC(=O)N1CCN(c2nc3c(s2)CC(C(=O)Nc2ccc(C)c(F)c2)CC3)CC1 (stereo not drawn)
- mHTT CaM bind = 5.0
- Pf apPOL block = -3.8
compound: CCNC(=O)C1=C2CCCN2c2ccc(F)cc2S1(=O)=O
- mHTT CaM bind = -11.3
- Pf apPOL block = -3.3
compound: O=C(c1cc(Cl)ccc1Cl)N1CCN(c2ccc3nncn3n2)CC1
- mHTT CaM bind = -11.3
- Pf apPOL block = -4.2
compound: Cc1ccc(-c2n[nH]c3c2CN(C(=O)Cc2cccnc2)CC3)cc1
- mHTT CaM bind = 9.2
- Pf apPOL block = -11.3
compound: COc1ccc(N2C(=O)CCC(C(=O)Nc3ccc(C)c(F)c3)C2c2ccc(F)cc2)cc1 (stereo not drawn)
- mHTT CaM bind = 32.0
- Pf apPOL block = -0.3
compound: CCOC(=O)Cc1csc(NC(=O)CSc2nnc(C)s2)n1
- mHTT CaM bind = /
- Pf apPOL block = 24.5
compound: Fc1cccc(-c2nc(-c3cccc(-c4ccn[nH]4)c3)no2)c1
- mHTT CaM bind = 1.2
- Pf apPOL block = -0.2
compound: COc1ccccc1-c1coc2cc(OC(=O)c3cccc([N+](=O)[O-])c3)ccc2c1=O
- mHTT CaM bind = 3.3
- Pf apPOL block = -5.4
compound: O=C(COc1ccccc1Br)Nc1ccc2c(c1)OCO2
- mHTT CaM bind = 8.0&1.3
- Pf apPOL block = 0.0&-13.2
compound: Nc1ccc(C(c2ccccc2)c2ccc(N)cc2)cc1
- mHTT CaM bind = 37.6
- Pf apPOL block = -9.7
compound: CS(=O)(=O)Nc1cccc(C2=NN(S(C)(=O)=O)C(c3c(F)cccc3Cl)C2)c1 (stereo not drawn)
- mHTT CaM bind = 3.7
- Pf apPOL block = -4.8
compound: CC1=NN(c2ccc(F)cc2)C(=O)/C1=C/c1ccc(N(C)C)cc1
- mHTT CaM bind = 10.0
- Pf apPOL block = -2.4
compound: O=C(NCCN1CCOCC1)C(=O)NCCN1CCOCC1
- mHTT CaM bind = -0.8
- Pf apPOL block = /
compound: O=C(NCc1ccccn1)c1cccc(C2CCCN(C(=O)Nc3ccccc3)C2)c1 (stereo not drawn)
- mHTT CaM bind = -0.5
- Pf apPOL block = 1.1
compound: CCOc1ccccc1-c1noc(CSc2nc(-c3ccncc3)cc(=O)[nH]2)n1
- mHTT CaM bind = -7.5
- Pf apPOL block = 0.8
compound: CCCNS(=O)(=O)c1ccc(F)c(C(=O)Nc2cc(C)ccc2OC)c1
- mHTT CaM bind = 8.0
- Pf apPOL block = -3.3
compound: Cc1ccc(C(=O)O)cc1S(=O)(=O)N1CCOCC1
- mHTT CaM bind = -2.2
- Pf apPOL block = -1.8
compound: O=C(Nc1cc(Cl)ccc1O)C1CC(c2cccc(Br)c2)=NO1 (stereo not drawn)
- mHTT CaM bind = -5.2
- Pf apPOL block = -5.8
compound: c1cncc(-c2noc(COC3CCCN(C4CCOCC4)C3)n2)c1 (stereo not drawn)
- mHTT CaM bind = -6.2
- Pf apPOL block = -6.4
compound: O=C(c1ccccc1C(F)(F)F)N1CCC(Cn2cccn2)CC1
- mHTT CaM bind = -9.0
- Pf apPOL block = -8.0
compound: Cc1c(Cl)cccc1NC(=O)CCCn1nc([N+](=O)[O-])c(Cl)c1C
- mHTT CaM bind = 1.0
- Pf apPOL block = 0.3
compound: CC(=O)c1ccc(S(=O)(=O)N2CCCC2C(=O)NCc2csc(C)n2)cc1 (stereo not drawn)
- mHTT CaM bind = 5.8
- Pf apPOL block = -1.2
compound: CCN1CCCC1CNC(=O)C1CCN(c2ncnc3c2nc2n3CCCCC2)CC1 (stereo not drawn)
- mHTT CaM bind = -0.5
- Pf apPOL block = -0.2

Some of the entries above, set out differently:
molecule | mHTT CaM bind | Pf apPOL block
COc1ccc(N2C(=O)CCC(C(=O)Nc3ccc(C)c(F)c3)C2c2ccc(F)cc2)cc1 (stereo not drawn) | 32.0 | -0.3
O=C(NCc1ccccn1)c1cccc(C2CCCN(C(=O)Nc3ccccc3)C2)c1 (stereo not drawn) | -0.5 | 1.1
Cc1ccc(-c2n[nH]c3c2CN(C(=O)Cc2cccnc2)CC3)cc1 | 9.2 | -11.3
